IDE inh = inhibits human insulin-degrading enzyme in HEK cells | FAbetaB cleavage, fluorescence polarization | inhibition, % at 5.59 µM | actives 0.41% (n = 320,000) | AID 434962;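 active = percent inhibition above the average of all tested compounds plus 3 SD, set per screening campaign, cut at about 16% in these data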;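 note: IDE supplied by intact live HEK cells; FP after avidin binding of uncleaved biotin substrate so inhibition keeps polarization high; 0% = DMSO wells and 100% = 60 µM reference IDE inhibitor Ii1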
NALP1 yeast inh = blocks the NALP1 inflammasome reconstituted in yeast; S. cerevisiae NALP1/ASC/caspase-1 growth, X-gal OD620, 72 h; actives 0.61% (n = 280,000); inhibition, % at 10 µM; AID 2071; in the data active = inhibition mostly above about 24%, no sharp cut-off; inactive = mostly below about 32%; note: some compounds called inactive have numbers as strong as hits
p-CIP stab down = compounds decreasing mouse p/CIP protein stability. decrease of EGFP signal, % at 10 µM. AID 1984. F442A p/CIP-EGFP cells, EGFP fluorescence, 16 h. actives 0.01% (n = 290,000). Q05BA5;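 active = EGFP signal decrease of at least 30% at 10 µM or well 3 SD below plate mean, unless failing retest; inactive = the rest, including hits failing retest or dose response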; note: some compounds called inactive have numbers as strong as hits; many of its hits are not listed in these tables
M18AAP inhibitor = blocks P. falciparum M18 aspartyl aminopeptidase; actives 1.2% (n = 290,000); recombinant PfM18AAP, H-Glu-NHMec fluorogenic cleavage; AID 1822; inhibition, % at 7.35 µM;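 active = inhibition above the campaign mean inhibition over all tested compounds plus 3 SD, cut at about 28% in these data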;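 note: 0% = plate median of test compound wells and 100% = 2 mM ZnCl2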
PHOSPHO1 block = blocks human PHOSPHO1 phosphatase activity | inhibition, % at 13.3 µM | actives 1.1% (n = 290,000) | recombinant PHOSPHO1, absorbance phosphatase assay | Q8TCT1; in the data active = inhibition above about 60%
Target sequence (Q8TCT1 whole entry, looked up): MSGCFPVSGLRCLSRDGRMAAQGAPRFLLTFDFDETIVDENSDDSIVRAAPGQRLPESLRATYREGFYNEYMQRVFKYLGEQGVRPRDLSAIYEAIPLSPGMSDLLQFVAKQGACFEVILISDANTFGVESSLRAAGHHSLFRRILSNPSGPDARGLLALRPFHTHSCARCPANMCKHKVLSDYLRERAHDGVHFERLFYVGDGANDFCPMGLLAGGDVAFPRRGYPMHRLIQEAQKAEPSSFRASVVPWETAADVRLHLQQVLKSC
IMP-1 inhibitor = inhibitors of Pseudomonas aeruginosa IMP-1 metallo-beta-lactamase. purified IMP-1, nitrocefin hydrolysis, epi-absorbance fluorescence. inhibition, % at 5.6 µM. actives 0.45% (n = 290,000);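 active = inhibition above the mean plus 3 SD of all compounds in the same screening run, cut at about 4.5% in these data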;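 note: 0% = IMP-1 with DMSO and 100% = DMSO wells lacking enzyme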
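Test system: recombinant IMP-1 enzyme, purified / Medium: HEPES buffer pH 7.1 with ZnSO4 and Brij 35 / Doses: single dose, 5.6 µM / Times: 25 °C, 15 min preincubation, 25 min reaction / Detection: Epi-absorbance via hydrolysed-nitrocefin quenching of white-plate fluorescence, 480/530 nm, EDTA stop / Evaluation: percent inhibition from optical density relative to buffer-blank wells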
GPR7 antag = blocks human GPR7 receptor signaling. P48145. GPR7-expressing cells, fluorescence antagonist assay. inhibition, % at 4.4 µM. actives 1.1% (n = 290,000); in the data active = inhibition above about 16%, passing the limit was not always enough;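 note: cells stimulated with the agonist NPW; 0% = agonist with vehicle and 100% = vehicle without agonist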
Target sequence (P48145 whole entry, looked up): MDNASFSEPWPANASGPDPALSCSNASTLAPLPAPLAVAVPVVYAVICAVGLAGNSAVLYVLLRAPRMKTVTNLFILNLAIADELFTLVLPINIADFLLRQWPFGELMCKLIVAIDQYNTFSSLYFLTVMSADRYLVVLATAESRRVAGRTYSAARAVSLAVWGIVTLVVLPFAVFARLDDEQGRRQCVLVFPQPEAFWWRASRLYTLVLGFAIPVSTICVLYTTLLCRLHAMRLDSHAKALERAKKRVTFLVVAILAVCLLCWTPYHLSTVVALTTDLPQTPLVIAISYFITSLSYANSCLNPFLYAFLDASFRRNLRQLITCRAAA
VIM-2 inhibitor = blocks Pseudomonas aeruginosa VIM-2 metallo-beta-lactamase; AID 1527; actives 0.89% (n = 290,000); purified VIM-2, nitrocefin hydrolysis, epi-absorbance fluorescence; inhibition, % at 5.6 µM;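 active = inhibition above the mean of all tested compounds plus 3 SD, cutoff set per screening run, cut at about 7.5% in these data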;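 note: red hydrolysis product quenches plate fluorescence so inhibitors raise well fluorescence; 0% = enzyme with DMSO and 100% = DMSO without enzyme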
IDE cell activ = activators of human insulin-degrading enzyme in cells; actives 0.073% (n = 340,000); activation, % at 5.96 µM; P14735; HEK cells, FAbeta-B cleavage, fluorescence polarization; 0% vehicle, 100% cell-free pure enzyme wells;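 active = activation above the mean of all tested compounds plus 3 SD, set per screening campaign, cut at about 17% in these data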
Numbers without * were called inactive; . = no result given.

SMILES	IDE inh	NALP1 yeast inh	p-CIP stab down	M18AAP inhibitor	PHOSPHO1 block	IMP-1 inhibitor	GPR7 antag	VIM-2 inhibitor	IDE cell activ
COc1ccc(CCNC(=O)c2ccc3c(c2)N(Cc2ccc(F)cc2)CCS3)cc1OC	2	30	-2	-1	22	-1.0	29*	-2.2	2
O=C(CCc1nc(-c2ccccc2)c(-c2ccccc2)o1)OCc1ccc(Br)cc1	-3	10	-6	-6	18	-2.9	-14	-1.5	7
Cc1ccc(OCC(=O)O/N=C(\N)Cc2cccs2)cc1C	0	.	.	-8	.	-0.6	-1	-2.0	1
CC(C)(C)c1ccc(NC(=S)NCCc2ccccn2)cc1	8	13	-4	3	34	-2.8	-2	-1.4	0
CN(C)/C=C(/C(=O)c1ccc(Cl)cc1Cl)S(=O)(=O)c1ccccc1	-5	0	-2	-12	-1	2.5	-5	-2.1	1
Cc1cccc(NC(=O)CSc2nnc(-c3cc(C)[nH]n3)n2N)c1	-1	15	-3	8	44	-3.5	-6	-5.0	1
O=C(Nc1ccccc1)OC(CN1CCCCC1)C(F)(F)F (centres undefined)	-1	2	4	3	42	-1.7	-2	-4.4	4
COc1ccc(N2CCN(C(=O)c3cccs3)CC2)cc1	8	.	-8	-2	.	-2.5	3	-2.5	1
CC(C)OP(=O)(OC(C)C)C(O)c1ccc(N(C)C)cc1 (centres undefined)	-5	-9	-11	6	15	-2.6	-3	-3.3	4
CC(=O)Nc1ccc(NS(=O)(=O)c2ccc(C)cc2)c([N+](=O)[O-])c1	2	9	-17	1	34	-0.3	-1	-1.4	3
C=CCc1cc(Cl)ccc1OCCN1CC(C)OC(C)C1 (centres undefined)	3	19	28	-14	-32	1.9	-6	3.0	-1
CN1CCN(c2ccc(NC(=O)c3ccc4c(c3)OCCO4)cc2)CC1	1	4	-3	-14	44	-1.8	-17	18*	-2

Marked active in GPR7 antag, of those listed so far:
SMILES	IDE inh	NALP1 yeast inh	p-CIP stab down	M18AAP inhibitor	PHOSPHO1 block	IMP-1 inhibitor	GPR7 antag	VIM-2 inhibitor	IDE cell activ
COc1ccc(CCNC(=O)c2ccc3c(c2)N(Cc2ccc(F)cc2)CCS3)cc1OC	2	30	-2	-1	22	-1.0	29*	-2.2	2

More compounds
SMILES	IDE inh	NALP1 yeast inh	p-CIP stab down	M18AAP inhibitor	PHOSPHO1 block	IMP-1 inhibitor	GPR7 antag	VIM-2 inhibitor	IDE cell activ
COc1c(Cl)cc(Cl)cc1/C=C/C(=O)c1ccc(NC(=O)c2cccs2)cc1	15	22	6	-2	-24	-2.5	8	-3.8	0
CN(CCCC(=O)NCc1ccco1)S(=O)(=O)c1ccccc1	3	8	2	16	7	-0.2	16*	0.1	4
CCOc1cc(C(=S)N2CCCCC2)ccc1OCC(=O)NCc1ccccc1	7	-8	10	-2	41	1.4	12	-0.3	0
CC1CC(C)CN(C(=O)Cn2cc(C=O)c3ccccc32)C1 (centres undefined)	-5	3	4	-10	-20	-2.2	11	-2.0	9
COc1ccc(C)cc1N(C(=O)c1ccc(F)cc1)c1nc2ccccc2s1	-8	34	11	3	1	-2.4	-13	-3.5	-5
CCN(CC)C(=O)CSc1nnc(-c2ccccc2)n1N	-3	30	-3	5	9	-2.2	-2	0.3	2
CC(=O)Nc1ccc(NC(=O)C(C)Sc2nnc(-c3cccs3)o2)cc1 (centres undefined)	-3	8	-2	-12	24	-0.7	-5	2.0	-2
CCc1ccc(CNC(=O)C2CC(=O)N(CCc3ccc(C)cc3)C2)cc1 (centres undefined)	-4	-2	0	2	-8	-5.1	-16	-5.9	4
O=C1CSC(c2nn(-c3ccccc3)cc2-c2cc3ccccc3oc2=O)N1Cc1ccco1 (centres undefined)	1	10	-18	5	39	-0.1	-6	-0.4	2
CC(C)c1c(C(=O)N/N=C/c2ccc(OCc3ccc(F)cc3)cc2)nnn1-c1nonc1N	5	8	7	2	18	-2.6	-3	-3.1	-3
O=C(Nc1ccc(Cl)c([N+](=O)[O-])c1)ONC1=NCCCCC1	9	7	-4	-2	-15	-1.3	-3	-2.2	11
CC1CN(C(=S)SCC(=O)c2ccc(Cl)cc2)CC(C)O1 (centres undefined)	2	38	0	0	8	-2.7	-11	-4.3	2
O=C(NC(=O)N1CCN(c2ccc(F)cc2)CC1)c1ccccc1	-3	59	-13	6	-3	-2.7	-2	-2.0	1
COc1cc(S(=O)(=O)N(C)C)ccc1Br	-1	2	-3	-4	1	-2.6	-8	-1.8	-1
Cc1ccccc1-n1nnnc1SCC(=O)NCC1CCCO1 (centres undefined)	1	33	1	0	53	-1.6	-4	-1.6	5
CC(=O)c1ccc(-n2nncc2-c2ccc([N+](=O)[O-])cc2)cc1	5	-5	-2	-10	40	-0.3	-5	0.2	4
Cc1ccc2nc(Cl)c(C3CC(c4cccs4)=NN3S(C)(=O)=O)cc2c1 (centres undefined)	-1	36	7	0	-2	-5.3	-8	-5.1	-2
O=S(=O)(c1ccc(F)cc1)N1CCN=C1SCc1cccnc1	1	4	0	-6	-15	-1.4	-4	-1.8	1
CCOC(=O)Nc1ccc(S(=O)(=O)Nn2cnnc2)cc1	1	-3	-17	41*	13	-0.3	-6	-1.5	3
COC(=O)C1C(=O)NCC1c1ccccc1 (centres undefined)	6	3	0	-3	-26	-1.8	-11	-1.4	4
O=C1C2CCCN2C(c2ccc(Cl)cc2)N1c1nccs1 (centres undefined)	4	-12	12	-14	25	-2.1	-13	-3.3	0
CN(C)S(=O)(=O)c1ccc(N2CCCC2)c(C(=O)N2CCN(c3ccc([N+](=O)[O-])cc3)CC2)c1	6	-8	-5	-5	12	-2.1	9	1.5	1
Cc1cccc2c1c(N=NC(N)=S)c(O)n2C1OC(CO)C(O)C(O)C1O (centres undefined)	-2	-19	-20	7	.	-3.8	1	-2.5	0
CCOC(=O)C1CCN(C(=O)NS(=O)(=O)c2ccc(C)cc2)CC1	2	10	20	-3	-55	9.6*	4	-0.4	-3
Cc1cccc(NC(=O)CC(C)S(=O)(=O)c2ccc3c(c2)NC(=O)CO3)c1C (centres undefined)	3	-96	-7	12	-28	0.5	14	1.7	5
COc1ccccc1C1CC(=O)NC(C)=C1C(=O)OC(C)C (centres undefined)	12	9	-16	-16	40	-0.2	0	-1.1	-1
CCOc1ccc(C(c2c(C)[nH][nH]c2=O)c2c(C)[nH][nH]c2=O)cc1OC	12	-2	-21	27	21	-2.5	-2	0.5	6
CC1CCN(CCCNC(=O)C2CC(=O)N(CCc3ccccc3)C2)CC1 (centres undefined)	2	21	-6	-1	45	-3.8	-3	-3.9	5
Cn1nnc2c[n+](CC(=O)c3ccc(Cl)cc3)cc(Br)c21	-1	0	3	-2	37	-3.0	-6	0.0	.
CCOC(=O)c1sc2nc(CC(C)C)c3c(c2c1N)CCC3	6	25	-12	-12	11	-3.3	4	-3.2	5
O=C(NNC(=S)NC(=O)c1cccs1)c1ccc(O)cc1	.	0	0	24	-21	-3.1	2	-2.6	2
CCOC(=O)c1c(NC(=O)CN2CCCCC2)sc2c1CCN(C(=O)OCC)C2	-2	11	3	2	14	-0.3	5	-3.9	0
O=C(c1ccc2c(c1)OCO2)C1CCCN(Cc2c(F)ccc(F)c2F)C1 (centres undefined)	0	13	3	-2	29	-2.8	0	-0.6	6
CCOC(=O)c1cnn(-c2ccccc2)c1NC(=O)C(F)(F)C(F)(F)C(F)(F)F	-5	-10	-11	-3	-19	-4.3	-8	-2.4	7
Cc1cc(=O)n2ccsc2n1	0	11	0	0	-1	-3.0	-9	-2.8	0
O=C(O)CN1CCCCC1	3	2	-11	-1	-10	-3.5	0	1.6	0
N#CCc1ccc(Oc2ccc([N+](=O)[O-])cn2)cc1	7	6	-3	-6	23	0.8	14	0.8	4
O=C(/C=C/N1CCN(Cc2ccccc2)CC1)C(F)(F)F	-1	9	-10	-2	34	-3.4	-6	-1.4	4
O=C(CCSc1nnc2ccccn12)Nc1ccc(F)cc1	10	7	-9	-3	9	-3.1	-15	-1.3	1
Cc1cc(C(=O)COC(=O)c2ccc3c(c2)NC(=O)CS3)c(C)n1CCc1ccc(Cl)cc1	6	30	4	10	22	-1.1	-3	-2.3	10
CC(C)(C)OC(=O)N1CCC[C@H]1c1nnc(SCC(=O)Nc2ccc(Br)cc2)o1	0	23	-9	-11	-1	-2.2	-5	-1.3	8
Cc1nc2ccc(NS(=O)(=O)c3ccc(F)cc3)cc2s1	2	6	-27	-7	-10	-2.9	-7	-6.2	8
COC(=O)c1ccc(COc2ccc(/C=N/O)cc2OC)o1	-5	27	-10	0	-1	-0.6	3	0.0	2
COc1cc(/C=N/NC(=O)c2nc3ccccn3c2C)cc(OC)c1O	8	16	4	17	-29	-3.8	-18	-4.5	-1
COCCCN1C(=O)C2C(C(=O)Nc3cc(C)cc(C)c3)C3C=CC2(O3)C1C(=O)NC1CCCCC1 (centres undefined)	1	10	4	6	31	-2.5	6	-1.7	6
O=C(Nc1ccc2c(c1)OCCO2)C1CCN(C(=O)c2ccc(Cl)cc2)CC1	1	37	-2	-3	-10	-3.2	-8	-1.1	3
Cn1c(=O)n(C)c2cc(NS(=O)(=O)c3ccc(F)cc3)ccc21	7	-14	4	0	39	-1.6	-16	-1.2	2
Cc1cc(CNC(=O)c2ccc3nc(Cc4ccccc4F)oc3c2)nn1C	4	20	6	0	45	-0.3	-5	-1.8	3
O=C(c1ccc(F)cc1)C1CCN(S(=O)(=O)c2ccccc2)CC1	2	10	1	-4	12	1.5	5	-4.3	2
CCCNC(=O)N(CCOC)CC1CCCN(C2Cc3ccccc3C2)C1 (centres undefined)	-3	10	-5	-1	19	-3.0	-16	-2.2	-2
Oc1ccc(Nc2nc(NCC3CCCO3)c3ccccc3n2)cc1 (centres undefined)	.	-3	-3	-17	29	-4.1	-11	0.3	5
Cc1onc(-c2ccc3c(c2)OCO3)c1-c1ccc2[nH]ccc2c1	3	-2	-13	3	-13	-2.4	-2	-0.2	-3
CC(=O)N1CC(c2ccccc2)C(c2ccc(Cl)cc2)=N1 (centres undefined)	-2	28	-4	2	6	-1.7	-3	-2.8	4
Cc1c(S(=O)(=O)N2CCN(c3ccccc3)CC2)c(=O)n(C)c(=O)n1C	3	.	-5	-4	-10	-3.5	-10	-1.8	10
COc1cccc(OCCCCSc2ncccn2)c1	4	3	-8	16	-34	-3.1	4	0.0	2
Cc1ccc(-n2sc3ccccc3c2=O)cc1	97*	15	12	66*	56	-2.0	-7	-0.9	-51
Cc1ccc(Nc2ccc(C(F)(F)F)cc2[N+](=O)[O-])cc1	4	11	3	0	2	-0.8	12	-1.7	-3
COCCN(C(=O)CSc1nc2ccc(Cl)cc2[nH]1)c1c(N)n(Cc2ccccc2)c(=O)[nH]c1=O	-2	0	-2	1	.	-2.2	-21	-4.8	-1
N#CCC(=O)Nc1cc(C(F)(F)F)ccc1N1CCOCC1	-7	2	0	-1	17	-1.3	-3	-0.3	5
Cn1c(=O)n(C)c2cc(CN3C(=O)OC(C)(C)C3(C)O)ccc21 (centres undefined)	1	6	1	0	22	-4.3	-1	1.7	2

From PubChem
